Screening data as filed in PubChem BioAssay.
TexasRed fluor: Texas Red fluorescence interference in TRb-SRC2 counter-screen | TRb/SRC2 Texas Red total fluorescence interference | Potency, µM (doses to about 106 µM), inactives show at the top dose fluorescence change, negative = quenching | hit rate 0.29% among 280,000; active = well fitted curve in either direction with a large enough effect; inconclusive = small, poorly fitted or top-dose-only effect
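Human TRb ligand-binding domain at 0.6 uM with 20 nM Texas Red SRC2 peptide in Tris buffer containing 1 uM T3 and 5% DMSO, incubated with compound 5 h at ambient temperature. Total fluorescence (555/632 nm) calculated as parallel + 2 × perpendicular.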
RECQ1 helicase: blocks DNA unwinding by human RECQ1; Potency, µM (doses to about 57.3 µM), inactives show top-dose activity, negative = inhibition, most hits filed as inhibitors; P46063; AID 2549; RECQ1 DNA unwinding, red fluorescence kinetic read; hit rate 0.54% among 240,000;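 also: plate controls were vehicle for no effect and no enzyme for full effect; nearly all actives have a fitted effect of over 30% in size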
Target sequence (P46063 whole entry, looked up): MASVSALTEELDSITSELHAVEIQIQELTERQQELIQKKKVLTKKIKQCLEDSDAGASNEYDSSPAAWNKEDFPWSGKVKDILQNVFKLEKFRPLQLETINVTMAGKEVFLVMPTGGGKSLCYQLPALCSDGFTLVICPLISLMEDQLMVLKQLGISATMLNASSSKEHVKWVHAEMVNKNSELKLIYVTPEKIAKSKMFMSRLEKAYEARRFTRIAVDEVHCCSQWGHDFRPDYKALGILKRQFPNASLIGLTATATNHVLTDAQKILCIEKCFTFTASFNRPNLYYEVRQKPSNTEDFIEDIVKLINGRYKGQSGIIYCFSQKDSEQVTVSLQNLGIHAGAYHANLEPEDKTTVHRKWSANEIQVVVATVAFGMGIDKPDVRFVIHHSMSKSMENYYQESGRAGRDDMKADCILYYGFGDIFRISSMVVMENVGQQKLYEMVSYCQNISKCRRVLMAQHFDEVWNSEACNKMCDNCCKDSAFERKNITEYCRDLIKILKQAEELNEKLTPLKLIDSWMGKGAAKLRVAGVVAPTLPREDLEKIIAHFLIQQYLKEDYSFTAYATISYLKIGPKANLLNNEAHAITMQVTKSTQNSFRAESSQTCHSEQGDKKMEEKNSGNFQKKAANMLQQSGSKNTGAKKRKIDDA
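RECQ1T1 50 nM; forked duplex (20 bp + 30-nt ss tails) 200 nM, ATP 2 mM final; pH 8.0, 2 mM MgCl2, 2.5 ug/ml poly(dI-dC); 15 min compound preincubation; discontinuous kinetic read over 2 h at RT.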
Tau fibril FP: tau fibrillization inhibition (FP); P10636; K18 P301L tau heparin fibrillization, Alexa594 FP, 6 h; Potency, µM (doses to about 57.7 µM), for inactives: top-dose activity, negative = inhibition, usual class: inhibitors; hit rate 0.39% among 280,000; also: nearly all actives have a fitted effect of over 55% in size
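Read-out: fluorescence polarization of Alexa 594-labeled tau (0.24 uM), 555 nm excitation, 632 nm emission. Mixtures held 15 uM unlabeled K18 P301L, compound and 20 uM heparin, pH 7 acetate buffer, incubated 6 hr at 37 C.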
RGS12 GoLoco inh: blocks human Gai1 binding to RGS12 GoLoco peptide, red readout. Gai1:RGS12 GoLoco peptide FP, rhodamine, 10 min. AID 880. P63096. Potency, µM (titrated, usually from 61.6 µM), for inactives: at the highest dose activity, negative = inhibition, usual class: inhibitors. hit rate 0.44% among 230,000; active = well fitted inhibition curve with a large enough effect, not every such curve was filed as active; inactive = no such curve, though single readings can be large or run the other way; also: nearly all actives have a fitted effect of over 30% in size; many of its hits are not listed in these tables
TRb-SRC2 inh: disrupts binding of human TR beta to SRC2; Potency, µM (titrated, usually from 106 µM), inactives show top-dose activity change, negative = inhibition, usual class: inhibitors; P10828; TRbeta-SRC2 peptide binding, fluorescence polarization; receptor liganded with 1 µM T3; hit rate 0.065% among 280,000;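 also: plate controls were bound peptide for no effect and peptide without receptor for full effect; nearly all actives have a fitted effect of over 50% in size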
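TRb LBD 0.6 uM + Texas Red SRC2 peptide 20 nM, 1 uM T3, Tris buffer w/ 5% DMSO; compound pinned, 5 h RT; FP read ex 555/em 632; normalized to unbound and bound controls.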
Tau ThT inhib: blocks human tau fibril formation measured by thioflavin T; hit rate 2.1% among 270,000; Potency, µM (titrated, usually from 57.4 µM), inactives show at the top dose activity, negative = inhibition, most hits filed as inhibitors; P10636; recombinant tau K18 P301L, heparin-induced fibrillization, ThT fluorescence; also: nearly all actives have a fitted effect of over 55% in size
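Using a mix of unlabeled (15 uM) and Alexa 594-labeled (0.24 uM) tau K18 P301L, heparin-triggered fibrillization over 6 hr at 37 C was scored by ThT fluorescence.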
KDM4E inh: inhibitors of human JMJD2E histone demethylase | Potency, µM (titrated, usually from 57.1 µM), for inactives: at the top dose activity change, negative = inhibition, actives largely listed as inhibitors | B2RXH2 | JMJD2E catalytic domain, FDH-coupled NADH fluorescence (FDH is formaldehyde dehydrogenase) | hit rate 1.6% among 230,000; active = well fitted inhibition curve with a large enough effect, not every such curve was filed as active; inconclusive = small, poorly fitted or top-dose-only effect, or another doubt; inactive = no such curve, though single readings can be large or run the other way;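 also: 0% = wells with enzyme and -100% = buffer wells without enzyme; nearly all actives have a fitted effect of over 50% in size; many of its hits are not listed in these tables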
Target sequence (B2RXH2 1-337 limits assumed): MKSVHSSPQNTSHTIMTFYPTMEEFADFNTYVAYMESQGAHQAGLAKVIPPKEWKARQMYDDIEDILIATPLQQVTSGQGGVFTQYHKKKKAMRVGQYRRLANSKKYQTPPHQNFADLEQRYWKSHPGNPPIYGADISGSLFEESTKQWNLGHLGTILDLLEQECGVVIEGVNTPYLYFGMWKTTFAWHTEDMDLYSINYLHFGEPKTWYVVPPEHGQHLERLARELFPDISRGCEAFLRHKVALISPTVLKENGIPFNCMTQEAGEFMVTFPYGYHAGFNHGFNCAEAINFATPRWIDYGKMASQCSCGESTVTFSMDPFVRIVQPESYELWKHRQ
L3MBTL1 inh: L3MBTL1 (human) inhibition; AlphaScreen L3MBTL1–H3K9me1 peptide binding; Potency, µM (doses to about 57.1 µM), without a hit: top-dose activity, negative = inhibition, usual class: inhibitors; hit rate 0.66% among 230,000; Q9Y468; also: nearly all actives have a fitted effect of over 60% in size
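L3MBTL1 50 nM + b-AHA-H3(1-15)K9me1 75 nM, 30 min RT; compound added, 30 min RT; streptavidin donor/Ni-chelate acceptor beads 10 ug/mL each final, 30 min RT dark; AlphaScreen read.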
* hit, by the source's call; i = inactive; ? = inconclusive; / = no result given; [ ] = remark or other dose. Unless noted, calls follow the shape of the dose curve; as a rule, active = well fitted curve in the direction sought with a large enough effect; inconclusive = small, poorly fitted or top-dose-only effect, or another doubt; inactive = no such curve, though single readings can be large; an effect the other way counts as inactive or inconclusive. Unless noted, % is scaled to controls: 0 for no effect and ±100 for the full control effect; potency is read from the fitted curve at half-maximal effect.

SMILES | TexasRed fluor | RECQ1 helicase | Tau fibril FP | RGS12 GoLoco inh | TRb-SRC2 inh | Tau ThT inhib | KDM4E inh | L3MBTL1 inh
Cn1nnnc1SCC(=O)N(C1CCCCC1)C1CCS(=O)(=O)C1 (stereo unspecified) | -2% | -14% | 0% | 4% | 6% | 1% | -37% | 4%
CC(C)n1c(NCc2ccc(Cl)cc2)nc2ccccc21 | -4% | -4% | 4% | -11% | -3% | / | -5% | /
CC(C)COc1ccc(C(=O)N2C(=O)c3ccc(N)cc3C2=O)cc1 | -1% | i | -7% | 0% | -4% | ? | ? | 12%
CCOc1ccc(NC(=O)CSc2nc3ccsc3c(=O)n2CCCCCC(=O)O)cc1 | -2% | / | 8% | / | 4% | -9% | / | /
CCCCCCn1cc(C(=O)OCC)c(=O)c2cc(F)c(F)cc21 | 1% | -5% | 0% | 4% | 2% | -7% | 4% | 2%
Cc1ccc(S(=O)(=O)N2CCc3ccccc3C2CC(=O)O)cc1 (stereo unspecified) | -1% | 16% | -4% | 3% | 0% | -4% | 2% | 11%
N/C(=N\OC(=O)c1ccc(Cl)c(Cl)c1)c1cccc(CSc2ccccn2)c1 | -2% | -12% | ? | 24% | 2% | -16% | 0% | -9%
N#C/C(=C\c1ccc(C(=O)O)cc1)c1nc2sc3c(c2c(=O)[nH]1)CCCC3 | 0% | 25µM* | -8% | 36%[activator] | 7% | 14µM* | -21% | 22µM*
CCOC(=O)C1C(=O)NC(c2ccccc2)=NC1c1cccc(Br)c1 (stereo unspecified) | -2% | 0% | -2% | 6% | -4% | -4% | 1% | 8%
Cc1cccc(Oc2ccc(Cl)cc2N)c1 | -5% | -1% | 13% | -14% | -1% | -6% | -6% | 37%[activator]

Some of the entries above, set out differently:
structure,TexasRed fluor,RECQ1 helicase,Tau fibril FP,RGS12 GoLoco inh,TRb-SRC2 inh,Tau ThT inhib,KDM4E inh,L3MBTL1 inh
Cn1nnnc1SCC(=O)N(C1CCCCC1)C1CCS(=O)(=O)C1 (stereo unspecified),-2%,-14%,0%,4%,6%,1%,-37%,4%
CC(C)n1c(NCc2ccc(Cl)cc2)nc2ccccc21,-4%,-4%,4%,-11%,-3%,/,-5%,/
CC(C)COc1ccc(C(=O)N2C(=O)c3ccc(N)cc3C2=O)cc1,-1%,i,-7%,0%,-4%,?,?,12%
CCOc1ccc(NC(=O)CSc2nc3ccsc3c(=O)n2CCCCCC(=O)O)cc1,-2%,/,8%,/,4%,-9%,/,/
CCCCCCn1cc(C(=O)OCC)c(=O)c2cc(F)c(F)cc21,1%,-5%,0%,4%,2%,-7%,4%,2%
Cc1ccc(S(=O)(=O)N2CCc3ccccc3C2CC(=O)O)cc1 (stereo unspecified),-1%,16%,-4%,3%,0%,-4%,2%,11%
N/C(=N\OC(=O)c1ccc(Cl)c(Cl)c1)c1cccc(CSc2ccccn2)c1,-2%,-12%,?,24%,2%,-16%,0%,-9%
N#C/C(=C\c1ccc(C(=O)O)cc1)c1nc2sc3c(c2c(=O)[nH]1)CCCC3,0%,25µM*,-8%,36%[activator],7%,14µM*,-21%,22µM*
CCOC(=O)C1C(=O)NC(c2ccccc2)=NC1c1cccc(Br)c1 (stereo unspecified),-2%,0%,-2%,6%,-4%,-4%,1%,8%

Remaining list, next part.
SMILES | TexasRed fluor | RECQ1 helicase | Tau fibril FP | RGS12 GoLoco inh | TRb-SRC2 inh | Tau ThT inhib | KDM4E inh | L3MBTL1 inh
Cc1cccc(CN2C(=O)c3ccccc3Sc3ccc(C(=O)O)cc32)c1 | 1% | -3% | 2% | 4% | 2% | / | -3% | /
CCCOC(=O)c1cccc(NC(=O)C(C)(C)C)c1 | -3% | 0% | 5% | 6% | -6% | -9% | -9% | 7%
Fc1ccccc1C(c1nnnn1C1CCCC1)N1CCN(Cc2ccccc2)CC1 (stereo unspecified) | 0% | -1% | -2% | 10% | 12% | -7% | 7% | -3%
COc1ccc(CC(=O)Nc2cc(=O)n(C)c(=O)n2C)cc1OC | 0% | -2% | 1% | -163% | -9% | -6% | 8% | /
CC1(C)CC(=O)C(C=NCC2CCN(C(=O)Cc3ccccc3)CC2)=C(O)C1 | -2% | -2% | 0% | 1% | 2% | -6% | 3% | /
CCOC(=O)c1cc2c(=O)n3ccccc3nc2n(CC2CCCO2)c1=NC(=O)c1cc(C)cc(C)c1 (stereo unspecified) | -2% | / | 9% | / | 4% | -15% | / | /
COc1cc(/C=C/C(=O)N2CCN(CC(O)COc3ccccc3)CC2)cc(OC)c1OC (stereo unspecified) | 1% | 10% | -6% | -1% | 0% | -14% | ? | 2%
CN1CCN(c2ccc(Cl)cc2NC(=O)c2nn(-c3ccccc3)c(=O)c3ccccc23)CC1 | 1% | -16% | -6% | 5% | 4% | -12% | -11% | -7%
CCN(CC)c1ccc(/C=N/N2CCN(Cc3ccccc3Cl)CC2)c(O)c1 | 0% | -2% | 12% | -5% | 0% | ? | -2% | -18%
CCOc1ccc(N(CC(=O)Nc2ccc(F)c(F)c2)S(=O)(=O)c2c(C)noc2C)cc1 | -2% | -2% | ? | 155% | -3% | 3% | 6% | -12%
COc1ccc(-c2nc(C#N)c(NCc3ccccc3Cl)o2)cc1 | 2% | i | 5% | 8% | -14% | 4% | ? | /
COCCn1c(NC(=S)NC(=O)C23CC4CC(CC(C4)C2)C3)cc(=O)[nH]c1=O | -1% | 2% | -5% | 10% | 0% | -16% | -3% | /
Cn1c(=O)c2cc(S(=O)(=O)NC(Cc3ccccc3)C(=O)NCC3CCCO3)ccc2n(C)c1=O (stereo unspecified) | 0% | 3% | 1% | 6% | -1% | 10% | -14% | 6%
O=C(Nc1nnc2n1CCS2)c1ccccc1 | -5% | / | -3% | / | -3% | 2% | / | /
COCCN1C(=O)c2ccccc2C(C(=O)N2CCN(c3ccccc3)CC2)C1c1ccc(F)cc1 (stereo unspecified) | 3% | -2% | -11% | 6% | 1% | -12% | 9% | /
O=C(CSc1nnc(-c2ccco2)o1)NC1CCCCC1 | 2% | -5% | -7% | -33% | -16% | 5% | 3% | /
Cn1c(=O)[nH]c(=O)c2c1nc(CN1CCN(c3ccccc3F)CC1)n2CCc1ccccc1 | 0% | i | 7% | -17% | 1% | 0% | 3% | /
O=C(CN1C2=NCCCN2c2ccccc21)c1ccc(Br)s1 | -3% | 1% | -13% | -2% | -5% | -3% | 2% | -3%
Cc1ccc(NC(=O)Cn2c(=O)n(Cc3ccccc3)c(=O)c3c2c2cc(C)ccc2n3C)cc1 | -5% | / | -6% | / | -4% | -7% | / | /
CCOc1ccc(C(=O)N(CN2CCCC2=O)c2ccc(C)cc2)cc1 | 1% | -2% | 8% | -2% | 1% | -4% | 9% | -3%
CCC(=O)N1CCc2cc(S(=O)(=O)NCCC(=O)NCc3ccccc3Cl)ccc21 | 1% | / | -1% | / | -1% | 5% | / | /
CCN(C(=O)CCN1C(=O)c2ccccc2C1=O)C1CCCCC1 | -7% | i | -4% | 8% | 3% | -9% | 4% | 8%
OC[C@H]1NC[C@H](O)[C@@H](O)[C@H]1O | -2% | 0% | -2% | 3% | 7% | -2% | 14% | /
COC(=O)c1ccc(N2CCCCC2)c(NS(=O)(=O)c2ccc(C)cc2)c1 | -5% | -13% | 5% | 3% | 0% | -11% | ? | /
O=C(CSc1nc2ccccc2s1)c1cc2ccccc2o1 | 9% | -25% | -2% | 232%[activator] | -6% | -14% | -6% | /
CCCn1c(N)cc(=O)n(CCC)c1=O | 0% | i | -4% | 7% | 5% | 0% | 11% | 2%
CCOC(=O)N1N=C(c2ccccc2)CC1(O)C(C)(F)F (stereo unspecified) | 10% | -16% | -5% | 0% | 11% | -13% | 5% | 1%
Clc1ccc(-c2nnc(-c3ccccc3)c(-c3c[nH]c4ccccc34)n2)cc1 | -2% | i | -18% | 7% | 1% | / | -9% | /
O=C(Nc1cc(Cl)ccc1Cl)c1cc2nc(-c3ccc4c(c3)OCO4)cc(C(F)(F)F)n2n1 | 3% | / | 3% | / | 11% | -9% | / | /
COc1ccccc1CNC(=O)c1cccc(-c2ccccc2OC)n1 | 1% | -9%[81.1 µM] | 1%[81.3 µM] | 2%[88.7 µM] | -4% | -13%[81.4 µM] | / | /
Cc1ccc(S(=O)(=O)N[C@H]2COC(=O)C/C=C\[C@H](C)[C@@H](NS(=O)(=O)c3ccc(C)cc3)COC(=O)C/C=C\[C@@H]2C)cc1 | 2%[11.2 µM] | i[11.5 µM] | -2%[11.6 µM] | / | 5%[11.2 µM] | -8%[11.5 µM] | / | /
O=C1c2ccccc2C(Nc2ccc(Cl)cn2)N1Cc1ccccc1 (stereo unspecified) | -2% | -27% | -8% | -8% | -2% | -12% | -9% | /
CCCCNC(=O)CSc1nc2ccc(C)cc2[nH]1 | -3% | i | 4% | -4% | -7% | 4% | 1% | 2%
CCCCC(=O)NNC(=S)NC(=O)c1ccc(C)cc1 | -2% | i | 4% | 12% | -9% | -9% | ? | 12%
O=S(=O)(N/N=C/c1ccc(OC2CSC2)cc1)c1ccccc1 | 0% | -1% | 0% | 1% | 10% | 8% | 0% | -1%
CCCn1c(=O)c2ccccc2n2c(SCC(=O)c3cc(C)n(CCOC)c3C)nnc12 | -1% | -5% | -3% | 2% | -10% | 1% | -3% | 2%
Nc1sc(-c2ccccc2)cc1C(=O)O | -3% | 0% | -1% | 93%[activator] | -2% | -5% | -3% | /
Cc1ccc(S(=O)(=O)N(C)C)cc1NC(=O)CCNC(=O)c1ccccc1Cl | 7% | -3% | -4% | -1% | -4% | -8% | 5% | 6%
Cn1cccc1Cc1nnc(SCC(=O)Nc2ccccc2F)n1CCc1ccccc1 | 0% | -11% | -4% | 10% | 6% | -12% | -11% | ?
Cc1nc(N2CCOCC2)c2c(C)c(C(=O)Nc3ccc(F)cc3F)sc2n1 | -3% | 1% | ? | 4% | -7% | -6% | -10% | /

A portion of the library; the hit share may differ from the screen's.
